High-throughput results: PubChem BioAssay, several laboratories
MgcRacGAP inhibition: MgcRacGAP GTPase-activating activity inhibitors, confirmation, biochemical, ADP Hunter fluorescence. MgcRacGAP-stimulated Rac1 GTP hydrolysis, ADP Hunter fluorescence; higher % means a stronger effect; GST-tagged Rac1 F28L mutant substrate. one-dose inhibition, % at 30 µM; IC50 in µM for titrated hits. 0.6% of 340,000 active. AID 624330;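 active = first-screen hits whose inhibition reached a set limit at any dose in the follow-up dose series; inconclusive = inhibition above the set first-screen limit but never retested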;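 note: fluorescence reports GDP produced by GAP-driven GTP hydrolysis; strong numbers were not always called active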
KOR beta-arrestin-1: kappa opioid receptor blockers – cell-based, luminescence, uHTS (AID 1778). KOR beta-arrestin recruitment, luminescence, antagonist mode; higher % means a stronger effect. inhibition, % at 10 µM, or IC50 in µM where a hit was titrated. 0.091% of 290,000 active; in the data active = inhibition above about 50%; note: strong numbers were not always called active
GPR55 antagonists: inhibition of LPI-stimulated GPR55 beta-arrestin translocation – imaging, U2OS, beta-arrestin-GFP, LPI agonist, primary screen (AID 2013); U2OS GPR55 beta-arrestin-GFP translocation imaging, LPI antagonism; higher % means a stronger effect; inhibition, % at 10 µM, or IC50 in µM where a hit was titrated; 0.13% of 290,000 active;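 active = spots per cell inhibited over 60%, with over 100 cells counted and total cytoplasm intensity under 500,000; inconclusive = wells with under 100 cells, flagged as likely toxic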;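 note: U2OS cells stably carrying GPR55 and arrestin-GFP stimulated by 5 µM LPI near EC80; imaged beta-arrestin-GFP aggregate spots per cell after agonist stimulation; plate controls were LPI-stimulated DMSO wells for no effect and DMSO wells without LPI for full effect; some results filed as inactive read as strong as hits; confirmed hits need IC50 under 10 µM and bright autofluorescent wells are also inconclusive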
K1F lysis inhibition: protection from phage-mediated lysis, alamar blue read-out – E. coli UTI89, K1F phage, bacterial capsule biogenesis inhibitors (AID 488966); E. coli UTI89 K1F phage lysis, alamar blue, 2 h; higher % means a stronger effect; inhibition, % at 100 µM, or IC50 in µM where a hit was titrated; 0.02% of 340,000 active;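 active = phage lysis inhibition, versus mean bacterial control, above a set limit; inconclusive = no clear call, values can overlap the other calls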;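 note: capsule biogenesis inhibitors block K1F phage lysis so surviving cells raise fluorescence; higher fluorescence means more inhibition of phage lysis; actives were called in the ten point dose series up to 300 µM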
GPR55 activation: GPR55 agonists via beta-arrestin recruitment, primary screen, imaging, U2OS cells, beta-arrestin-GFP redistribution (AID 1961) | U2OS GPR55 beta-arrestin-GFP redistribution imaging; higher % means a stronger effect | one-dose activation, % at 10 µM; EC50 in µM for titrated hits | 0.048% of 290,000 active;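 active = activation above 40% with more than 50 cells counted in the well; inconclusive = wells holding fewer than 50 cells, flagged as toxic or sparse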;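 note: U2OS osteosarcoma cells stably expressing GPR55 and beta-arrestin-GFP; plate controls were DMSO negative control for no effect and LPI positive control for full effect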
KOR beta-arrestin-2: KOR agonists, beta-arrestin recruitment, primary screen, cell-based, luminescence, uHTS (AID 1777) | KOR beta-arrestin recruitment, luminescence; higher % means a stronger effect | activation, % at 10 µM; hits with a dose series show EC50 in µM | 0.02% of 280,000 active; in the data active = activation above about 50%, passing the limit was not always enough; note: a part of the inactive calls stands beside numbers as strong as those of hits
NOD1 inhibition: NOD1 signaling inhibitors, primary screen, cell-based, luminescence, uHTS (AID 1578); 1% of 290,000 active; NOD1-driven NF-kB luciferase reporter cells, luminescence; higher % means a stronger effect; one-dose inhibition, % at 4 µM; EC50 in µM for titrated hits; in the data active = inhibition mostly above about 36%, no sharp cut-off; inactive = mostly below about 34%;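 note: HEK-293T reporter cells stimulated with the NOD1 agonist gamma-tri-DAP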
GPR35 antagonists: inhibition of zaprinast-stimulated GPR35 beta-arrestin translocation – imaging, U2OS, beta-arrestin-GFP, zaprinast agonist, primary screen (AID 2058); inhibition, % at 10 µM; hits with a dose series show IC50 in µM; 0.052% of 290,000 active; U2OS GPR35 beta-arrestin-GFP translocation imaging, zaprinast antagonism; higher % means a stronger effect;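 active = inhibition of at least 50% with at least 30 cells and total cytoplasm GFP at most 10,000,000; inconclusive = under 30 cells or total GFP of 10,000,000 plus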
NTR1 agonist: NTR1-driven beta-arrestin-GFP spot formation – imaging, U2OS cells, high content, primary screen (AID 493036). 0.17% of 330,000 active. activation, % at 20 µM. agonist mode;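 active = activation at or above 40% of the spot to cytoplasm intensity ratio, with at least 20 cells analyzed; inconclusive = wells under 20 cells, flagged as cytotoxic or low count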;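 note: 0% = DMSO without peptide and 100% = 100 nM NTR1 peptide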
Target sequence (P30989 whole entry, looked up): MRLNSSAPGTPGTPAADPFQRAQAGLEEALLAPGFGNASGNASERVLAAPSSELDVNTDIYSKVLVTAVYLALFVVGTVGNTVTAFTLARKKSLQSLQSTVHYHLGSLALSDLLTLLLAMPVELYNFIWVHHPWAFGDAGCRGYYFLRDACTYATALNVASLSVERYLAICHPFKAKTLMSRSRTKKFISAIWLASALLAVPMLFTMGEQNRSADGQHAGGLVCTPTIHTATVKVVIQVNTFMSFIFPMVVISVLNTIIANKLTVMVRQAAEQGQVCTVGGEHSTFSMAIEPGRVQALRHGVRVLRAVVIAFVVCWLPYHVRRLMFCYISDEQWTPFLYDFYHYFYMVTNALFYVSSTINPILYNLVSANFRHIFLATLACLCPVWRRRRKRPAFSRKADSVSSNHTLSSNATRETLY
NTR1 agonist cell count 20 µM: also measured in NTR1 agonist; calls as there; cell count; measured here: cell count, cytotoxicity flag
Numbers without * were called inactive; ? = inconclusive; / = not tested or not shown; [ ] = dose if it differs, or a comment.

SMILES	MgcRacGAP inhibition	KOR beta-arrestin-1	GPR55 antagonists	K1F lysis inhibition	GPR55 activation	KOR beta-arrestin-2	NOD1 inhibition	GPR35 antagonists	NTR1 agonist	NTR1 agonist cell count 20 µM
CCn1nnnc1NCc1ccc(N2CCCC2)cc1	19%	-9%	-6%	-0.5%[50 µM]	-0.2%	-2.5%	1%	17%	-1.6	57
CC(C)(C)CC(C)(C)NC(=O)CSCC(=O)Nc1ccc2ccccc2c1	0%	-50%	19%	-3.2%	0.1%	7.4%	-8%	-9%	30	53
CC(C)COC(=O)c1cc(-c2ccc(/C=N/n3cnnc3)o2)ccc1Cl	9%	8%	-5%	0.4%	-0.2%	0.4%	-23%	0%	11	79
O=S1(=O)N=C(N/N=C/c2ccccn2)c2ccccc21	2%	7%	-3%	-9.2%	0.3%	-4.4%	-24%	-1%	0.7	53
O=C(Nc1ccc2nc(C3CC3)n(Cc3ccc(F)cc3)c(=O)c2c1)c1ccco1	-4%	-9%	12%	-0.9%	0.3%	6.8%	8%	-7%	0.2	52
Cc1c(C(=O)N(C)Cc2ccccc2)oc2c(Cl)cccc12	11%	-17%	-4%	0.0%	-0.1%	0.9%	12%	19%	2.6	46
CCC(=O)N1CCN(c2ccccc2NC(=O)c2ccc(OC)c(Cl)c2)CC1	4%	4%	12%	3.0%	-0.1%	-4.7%	-22%	1%	0.9	53
COc1ccc(OC)c(NC(=O)CSC2=NN3CCCC(=O)N=C3S2)c1	8%	0%	-1%	0.6%	/	1.7%	-17%	-22%	-0.8	41
Nc1nonc1-n1nnc(C(=O)N/N=C/c2ccccc2Cl)c1CSc1ccccc1	/	-11%	0%	/	-0.1%	5.8%	-10%	-7%	9.7	51
Cc1nc2ncnn2c(C)c1CCC(=O)N1CCc2ccccc2C1	-1%	-20%	-11%	0.1%	-0.2%	-1.5%	20%	8%	-0.7	86
CCN(CC)S(=O)(=O)c1cccc(NN=c2c(=O)c3ccccc3c2=O)c1	9%	-45%	-10%	0.0%	0.4%	5.5%	-6%	-4%	1.8	64
O=C(Nc1cccc([N+](=O)[O-])c1)c1ccc(CN2CCOCC2)cc1	5%	/	3%	5.1%[50 µM]	-0.2%	0.9%	11%	0%	-0.1	62
O=C(Nc1cc(=O)[nH]c(=O)[nH]1)c1cccc(C(F)(F)F)c1	5%	-20%	7%	0.3%	-0.1%	-0.8%	-22%	3%	1.4	61
CC(=O)CCc1ccc(OCC(O)CNCCOc2ccc(C)cc2)cc1 (stereo not given)	9%	-37%	9%	0.3%	-0.1%	-2.4%	4%	10%	0.2	39
CN(C)c1ccc(CNC(=O)C2CCN(S(=O)(=O)c3ccc4c(c3)oc(=O)n4C)CC2)cc1	4%	-55%	13%	0.4%	0.9%	2.5%	-30%	2%	0.5	66
COc1cc2c(cc1OC)C(SC)=NC1(CCCC1)C2	12%	15%[20 µM]	3%	0.1%	1.1%	1.8%	33%	10%	15	83
CCOc1ccc(C(=O)NCCNC(=O)c2ccc(OCC)cc2)cc1	5%	-42%[20 µM]	13%	-0.3%	0.3%	3.6%	7%	12%	0.5	60
COc1cc2c(cc1OC)CN(c1ncccc1[N+](=O)[O-])CC2	5%	10%	-5%	-0.6%[50 µM]	-0.3%	-0.6%	-13%	0%	-0.4	84
O=C(Cc1cccs1)Nc1ccon1	9%	7%	9%	4.8%	-0.2%	-2.3%	-5%	-1%	1.3	80
COc1cc(NC(=O)COc2ccc(-n3ccnc3)cc2)cc(OC)c1	15%	4%	-3%	4.0%	-0.4%	0.0%	39%	-10%	1.6	41
CCSC1=NCCN1C(=O)C(C)(C)Oc1ccc(Cl)cc1	4%	-10%	6%	0.2%	-0.3%	-2.3%	-16%	1%	1.0	69
Cc1cc(C)nc(NS(=O)(=O)c2ccc(NC(=O)c3ccc4c(c3)OCO4)cc2)n1	8%	14%	26%	0.4%	-0.2%	-5.6%	3%	-8%	0.0	33
Cc1c(S(=O)(=O)N2CCN(C(=O)c3ccco3)CC2)c(=O)n(C)c(=O)n1C	0%	6%	16%	0.3%	-0.1%	-2.5%	-15%	-9%	1.0	59
COC(=O)c1ccc(C(=O)OC)c(NS(=O)(=O)c2ccc(NC(C)=O)cc2)c1	6%	16%	6%	1.4%	0.2%	-6.6%	-2%	-6%	-0.8	68
O=C(CCc1nnc(CCCCc2ccccc2)o1)N1CCN(CCO)CC1	-4%	-5%	0%	1.4%	0.3%	-2.6%	6%	9%	0.3	56
COc1ccc(CCN2CCCn3c2nc2c3c(=O)n(CC(C)C)c(=O)n2C)cc1OC	11%	2%	-7%	-1.0%[50 µM]	0.6%	12%	9%	-1%	1.9	83
CN(C)S(=O)(=O)c1cccc(NC(=S)Nc2ccc3cn[nH]c3c2)c1	14%	10%	-3%	-0.2%	-0.4%	-3.0%	-24%	0%	0.2	56
COc1cccc(C=Nc2ccc(N3CCOCC3)cc2)c1O	?	-9%	14%	2.8%	0.3%	4.7%	-12%	1%	-0.5	53
N#Cc1cc(C(=O)c2ccccc2O)cn(-c2nccs2)c1=O	12%	-25%	4%	-0.6%	0.0%	0.6%	-10%	-15%	/	/
Cc1ccc2[nH]c(=O)c(-c3noc(CC(C)C)n3)cc2c1	8%	-11%	-3%	0.2%	0.2%	-3.0%	-1%	-10%	1.0	54
Cn1c(=O)c2c(ncn2Cc2ccc(Cl)cc2)n(C)c1=O	5%	-32%[20 µM]	9%	-1.1%	-0.1%	/	2%	-8%	0.5	102
CCN(CC)C(=O)COc1ccc(N(C)S(=O)(=O)c2ccc(NC(C)=O)cc2)cc1	8%	6%	5%	0.2%	0.7%	/	2%	9%	3.6	62
COc1ccc(/C=N/NC(=O)c2c(C)n(C)c3ccc(OC)cc23)c(OC)c1	4%	3%	11%	2.3%[50 µM]	-0.2%	1.3%	-13%	14%	2.0	62
CSc1ccccc1C(=O)Nc1cc(C)cc(C)c1	-1%	-19%	0%	5.5%	0.3%	1.7%	-35%	21%	-2.5	97
COc1ccc(N(CC(=O)NCc2ccncc2)S(=O)(=O)c2ccc(C)c([N+](=O)[O-])c2)cc1	10%	-3%	-3%	0.0%	0.6%	-2.9%	-7%	-10%	0.0	61
C=CCOC(=O)c1ccc(-n2cnc(C)n2)nc1	7%	-48%[20 µM]	-3%	1.7%	0.2%	-3.1%	-35%	0%	-0.9	69
CCN1CCCC1CNC(=O)c1cc(OC)c(OC)c(OC)c1 (stereo not given)	-1%	-15%	-6%	2.7%	-0.1%	/	-3%	-7%	-3.2	57
Cc1c(OC(C)C(=O)N2C[C@H]3C[C@@H](C2)c2cccc(=O)n2C3)ccc2c3c(c(=O)oc12)CCCC3 (stereo not given in full)	5%	-55%[20 µM]	6%	0.4%	0.5%	-3.3%	-31%	-8%	23	98
CCOC(=O)CSc1nc(C)cc2c1C(=O)OC2	7%	-48%	-5%	0.4%	-0.2%	3.5%	-26%	-6%	-0.5	74
O=C(COC(=O)c1cccc(-n2cnnn2)c1)c1ccccc1	4%	-2%	16%	0.3%	-0.1%	2.2%	-16%	13%	-0.8	59
Cc1ccccc1-n1c(=S)[nH]c2nc3c(cc2c1=O)CCCC3	5%	5%[20 µM]	18%	1.4%	-0.1%	/	36%	9%	2.5	63
N#Cc1ccc(COC(=O)c2ccccn2)cc1	/	16%	3%	/	0.1%	-7.0%	-14%	-4%	-0.7	63
CCc1cccc(CC)c1NC(=O)C1CN(S(=O)(=O)c2ccccc2)CCN1S(=O)(=O)c1ccccc1 (stereo not given)	9%	-28%	7%	5.0%	-0.3%	-3.6%	5%	-6%	-1.2	56
CC1CN(C(=O)COC(=O)c2ccc(Cl)c(N)c2)CC(C)O1 (stereo not given)	6%	-13%	0%	0.2%	-0.4%	-2.1%	-16%	6%	-0.8	50
NC(=O)CCN1CCC(c2nc3ccccc3s2)CC1	8%	-62%	7%	0.1%	0.2%	-2.2%	-21%	-19%	-1.2	53
CCC1(C)N=c2c(c(=O)n(C)c(=O)n2C)=NO1 (stereo not given)	6%	6%	5%	-2.0%[50 µM]	-0.2%	1.2%	-5%	1%	-0.2	60
Cc1cccc(C(=O)Nc2nnc(-c3cccnc3)o2)c1	1%	18%	1%	0.2%	-0.4%	-4.3%	-28%	-7%	-1.0	62
O=C(Nc1cc(Cl)ccc1N1CCCC1)C1=NN(c2ccccc2)C(=O)CC1	17%	-13%	-4%	0.1%	0.0%	-1.7%	2%	9%	10	48
COCc1cc(Sc2ccc(Cl)cc2)nc(-c2ccccc2)n1	3%	-11%	25%	-0.2%	-0.2%	3.5%	-10%	-12%	6.4	24
O=C(Nc1nnc(C2=COCCO2)o1)c1ccc(Cc2ccccc2)cc1	0%	-23%[20 µM]	-8%	-0.3%	0.2%	-1.3%	6%	-17%	-1.0	80
COCCCn1c(=S)[nH]c(C)c(C)c1=O	5%	-19%	-7%	0.6%	-0.4%	3.1%	10%	-16%	2.0	39
CC1(C)CC(NC(=O)C23CCC(C)(/C(=N/O)C2)C3(C)C)CC(C)(C)N1 (stereo not given)	-12%	-9%	-6%	-0.7%	-0.2%	2.6%	-5%	13%	-3.4	100
CCCCn1cnc2c([nH]c3cc(OC)ccc32)c1=O	8%	-4%	5%	3.5%	0.2%	2.1%	-4%	-2%	0.4	33
COc1ccccc1CNS(=O)(=O)c1ccc(NC(C)=O)cc1	9%	13%	5%	0.0%	-0.1%	-0.4%	-12%	10%	0.1	83
C/C(CCCO)=N/Nc1ccc([N+](=O)[O-])cc1[N+](=O)[O-]	5%	9%	6%	0.1%	0.0%	-5.3%	-26%	9%	1.7	43
Cc1ccc(C(=O)NCC2(c3ccccc3)CCCC2)cc1	0%	22%	6%	0.2%	0.2%	-0.9%	16%	5%	0.2	46
COc1ccc(CN2C(=O)NC3(CCCC3)C2=O)cc1F	2%	-26%	0%	0.1%	-0.3%	-3.6%	-20%	4%	-1.0	35
COc1ccc(S(=O)(=O)Nc2ccccc2OC)cc1NC(=O)CC1CC2CCC1C2 (stereo not given)	10%	-20%	52%	3.4%	-0.4%	7.9%	-6%	1%	1.5	60
O=C(O)c1cccnc1-c1ncccc1C(=O)O	10%	-23%	3%	5.0%	-0.1%	3.5%	11%	6%	-1.4	43
O=C(NCCc1ccc(F)cc1)c1cc(-c2ccncc2)nc2ccccc12	/	-8%	12%	/	-0.1%	-4.8%	-8%	4%	/	/

Some of the compounds tested, so the mix of outcomes need not match the whole.
